Screens from PubChem.
ssDAF-12 act: S. stercoralis DAF-12 nuclear receptor activators, primary screen, cell-based, luminescence, HEK293, GRIP1 co-expression, lit1-tk-luc; activation, % at 6.8 µM; HEK293 ssDAF-12/GRIP1 lit1-tk-luc reporter; % of 3 µM dafachronic acid response; 1% of 370,000 active;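 active = activation above the mean over all tested compounds plus 3 SD, cut at about 0.9% in these data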;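 also: 0% = DMSO-only wells and 100% = 3 µM delta7-dafachronic acid wells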
hgDAF-12 ag: H. glycines DAF-12 receptor agonists, primary screen, cell-based, luminescence, HEK293, GAL4 fusion, UAS-luciferase | Nuclear hormone receptor DAF-12 (Heterodera glycines), GAL4 fusion | HEK293 GAL4-hgDAF12 UAS-luciferase reporter, agonist luminescence; normalized to butyrate control | activation, % at 6.8 µM | 1.8% of 370,000 active;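 active = activation above a cutoff set at the mean of all screened compounds plus 3 SD, cut at about 10% in these data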;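 also: 0% = DMSO wells and 100% = sodium butyrate wells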
sPLA2-III inh: human group III sPLA2 inhibitors, primary screen, biochemical, QFRET, BODIPY PC-A2 liposome substrate; QFRET BODIPY PC-A2 liposome hydrolysis, fluorescence; Group 3 secretory phospholipase A2 (Homo sapiens), Q9NZ20; inhibition, % at 12.2 µM; AID 743126, 2013; 0.56% of 370,000 active;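 active = inhibition above mean plus 3 SD of compounds lying within the high and low control bounds, cut at about 19% in these data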;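 also: 0% = median of test compound wells and 100% = no enzyme DMSO wells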
Target sequence (Q9NZ20 whole entry, looked up): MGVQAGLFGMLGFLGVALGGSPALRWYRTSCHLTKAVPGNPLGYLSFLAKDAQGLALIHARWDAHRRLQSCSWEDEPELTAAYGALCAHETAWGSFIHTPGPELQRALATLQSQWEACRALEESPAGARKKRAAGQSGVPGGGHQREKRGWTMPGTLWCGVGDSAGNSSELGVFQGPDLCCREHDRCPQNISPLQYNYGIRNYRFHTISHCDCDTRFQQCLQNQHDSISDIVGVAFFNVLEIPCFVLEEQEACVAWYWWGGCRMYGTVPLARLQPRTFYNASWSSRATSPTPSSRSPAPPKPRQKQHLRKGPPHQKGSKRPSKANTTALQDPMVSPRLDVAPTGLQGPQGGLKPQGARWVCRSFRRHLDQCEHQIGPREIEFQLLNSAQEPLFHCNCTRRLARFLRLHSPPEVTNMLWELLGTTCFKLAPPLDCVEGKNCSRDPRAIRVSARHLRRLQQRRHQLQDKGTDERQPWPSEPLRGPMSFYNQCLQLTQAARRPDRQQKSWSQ
DAX1 inh-1: DAX1 (NR0B1) inhibitors, primary screen, cell-based, HEK293, Gal4-DAX1, luciferase luminescence; HEK293 Gal4-DAX1 luciferase reporter; Nuclear receptor subfamily 0 group B member 1 (Homo sapiens), P51843; AID 504766, 2011; 0.99% of 340,000 active; inhibition, % at 6.75 µM;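 active = inhibition above the mean over all tested compounds plus 3 SD, cut at about 4.2% in these data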;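 also: 0% = DAX1-transfected cells with DMSO and 100% = empty-vector control cells with DMSO; inhibition shows as a rise in luminescence from relieved DAX1 repression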
Rev-erbA mod: modulators of Rev-erb alpha DNA binding, primary screen, biochemical, FITC-DNA, fluorescence polarization, uHTS. Nuclear receptor subfamily 1 group D member 1 (Homo sapiens), P20393. 0.79% of 370,000 active. AID 1259318, 2017. Rev-erbα–FITC-DNA binding, 90 min. activity, % at 10 µM;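 active = activity above about 14%, limit read from the data; passing the limit was not always enough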;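 also: 0% = DMSO wells with 35 nM protein and 100% = DMSO wells with 750 nM protein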
Target sequence (P20393 whole entry, looked up): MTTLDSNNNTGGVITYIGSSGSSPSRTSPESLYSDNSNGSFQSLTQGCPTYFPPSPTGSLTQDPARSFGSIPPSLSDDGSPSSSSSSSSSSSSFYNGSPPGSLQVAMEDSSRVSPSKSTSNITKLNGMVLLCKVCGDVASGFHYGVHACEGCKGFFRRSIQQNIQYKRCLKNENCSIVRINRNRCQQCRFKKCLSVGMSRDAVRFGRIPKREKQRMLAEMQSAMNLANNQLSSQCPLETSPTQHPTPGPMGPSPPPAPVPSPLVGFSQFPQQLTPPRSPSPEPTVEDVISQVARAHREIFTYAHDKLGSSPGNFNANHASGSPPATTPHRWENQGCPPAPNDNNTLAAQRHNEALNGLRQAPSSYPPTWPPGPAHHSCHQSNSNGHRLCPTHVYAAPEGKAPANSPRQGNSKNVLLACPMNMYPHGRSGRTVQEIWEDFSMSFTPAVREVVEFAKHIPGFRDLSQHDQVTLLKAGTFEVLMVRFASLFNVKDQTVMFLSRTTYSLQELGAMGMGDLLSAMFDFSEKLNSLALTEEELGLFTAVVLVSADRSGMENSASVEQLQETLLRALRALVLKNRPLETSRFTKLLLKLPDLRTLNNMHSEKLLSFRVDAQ
PG9 binder: binders of HIV-1 gp120 antibody PG9, primary screen, biochemical, TR-FRET; HIV-1 gp120 / PG9 antibody interaction; TR-FRET gp120-PG9 antibody binding; inhibition, % at 6.7 µM; 0.43% of 360,000 active; in the data active = inhibition above about 8.5%
GAA850 FXN act: FXN promoter activators, primary screen, cell-based, luciferase luminescence, HEK293 lucGAA850; HEK293 lucGAA850 FXN promoter luciferase reporter, 24 h; percent of 10 µM SAHA response; activation, % at 6 µM; 0.56% of 360,000 active; AID 540364, 2011;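 active = activation above the average of all compounds screened plus 3 SD, cutoff fixed separately per campaign, cut at about 7.5% in these data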;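 also: 0% = DMSO wells and 100% = 10 µM SAHA wells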
PLC-beta3 inh: human PLC-beta3 inhibitors, primary screen, biochemical, fluorescence. 1-phosphatidylinositol 4,5-bisphosphate phosphodiesterase beta-3 (Homo sapiens), Q01970. Purified PLC-beta3, fluorogenic substrate. inhibition, % at 12.2 µM. 0.18% of 370,000 active. AID 720704, 2013; in the data active = inhibition above about 11%;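 also: 0% = median of compound wells on plate and 100% = full blocker control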
SMARCA2 act: SMARCA2 (BRM) function activators, primary screen, cell-based, luminescence, high throughput; activation, % at 9.1 µM; MG213 cells, MMTV-luciferase reporter, dexamethasone, overnight; 1% of 370,000 active; AID 652017, 2013; in the data active = activation above about 7.8%;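 also: 0% = vehicle wells and 100% = reference activator wells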
DAX1 inh-2: DAX1 (NR0B1) inhibitors on StAR promoter, primary screen, cell-based, luminescence, SF-1 (NR5A1), full-length DAX-1; HEK293T StAR-luciferase reporter, SF-1/DAX-1 repression relief; inhibition, % at 6.8 µM; 1.1% of 370,000 active; AID 652010, 2013;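 active = inhibition above the mean over all tested compounds plus 3 SD, cut at about 3.6% in these data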;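 also: 0% = DAX-1 cells with DMSO and 100% = cells lacking DAX-1 with DMSO; higher inhibition means more luminescence from relief of DAX-1 repression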
hcDAF-12 act: H. contortus DAF-12 nuclear receptor activators, primary screen, cell-based, luminescence, HEK293, lit1-tk-luc reporter. AID 652067, 2013. HEK293 hcDAF-12 lit1-tk-luc reporter; 0% DMSO, 100% Δ7-dafachronic acid. 1.4% of 370,000 active. activation, % at 6.8 µM;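 active = activation above the mean of all tested compounds plus 3 SD, cut at about 5.5% in these data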;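 also: 100% = response to 3 µM Δ7-dafachronic acid high control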
* = called active by the depositor; . = not tested or not shown.

SMILES	ssDAF-12 act	hgDAF-12 ag	sPLA2-III inh	DAX1 inh-1	Rev-erbA mod	PG9 binder	GAA850 FXN act	PLC-beta3 inh	SMARCA2 act	DAX1 inh-2	hcDAF-12 act
O=c1c2[nH]c3ccccc3c2ncn1C1CCCCC1	-0.8	8.4	2	-0.1	-2	-0.4	4.0	-1	2	1.0	1.2
CC(=O)C1=C(O)C(=O)N(Cc2ccccc2)C1c1cccs1 (centres undefined)	-0.8	1.3	-6	1.0	0	0.7	-0.1	-2	3	-0.5	-2.0
C/C=C(\C)C(=O)OC1CC(C)(C)C[C@H]2C3=CC[C@@H]4[C@@]5(C)CCC(O[C@@H]6O[C@@H](C(=O)O)[C@@H](O)C(O[C@@H]7OC[C@H](O)[C@@H](O)[C@@H]7O[C@@H]7OC(CO)C(O)[C@@H](O)[C@@H]7O)C6O[C@@H]6OC(CO)C(O)C(O)C6O)[C@@](C)(CO)[C@@H]5CC[C@]4(C)[C@]3(C)CC(O)[C@@]12CO (some centres undefined)	-1.2	3.3	-14	1.0	5	1.3	0.4	-2	6	-0.4	0.9
CC(=O)N1CCOc2ccc(S(=O)(=O)NC[C@H]3O[C@@H](n4ccc(N)nc4=O)[C@H](O)[C@@H]3O)cc21	-1.6	2.0	4	0.2	1	-1.7	0.0	1	2	0.6	0.2
COC(=O)c1cc2c(c3c4cc(C)ccc4n(S(=O)(=O)c4ccc(OC)cc4)c13)C(=O)N(Cc1ccccc1)C2	-0.9	1.5	-2	.	6	-0.5	.	-22	-1	-1.2	-0.1
Cc1cccc(C)c1NC(=O)N1CCC(N2CCCCC2)CC1	-1.1	-0.7	4	0.0	-3	-1.1	1.2	2	0	0.5	0.4
COc1ccc(Cl)cc1NC(=O)Cn1c(NCCO)nc2ccccc21	-1.1	-3.1	-10	-0.1	4	-0.7	-1.8	-5	2	-0.4	0.8
O=C(N/N=C/c1cccs1)c1c[nH]c2ccccc12	-0.7	5.8	4	2.5	-1	0.4	0.8	5	4	1.0	2.7
COC(=O)CN1CCN(C(=O)c2csc(N3CCOCC3)n2)CC1	-1.3	0.4	1	.	2	.	.	2	1	0.7	-2.6
Oc1cc2c(cc1O)[C@@H](c1ccccc1)CNCC2	-0.9	-3.0	-12	0.1	-2	-1.2	-1.3	2	6	0.1	-1.7
O=C(NNC(=S)Nc1ccc(Cl)c(Cl)c1)c1ccccn1	-1.6	-7.5	32*	2.1	4	0.0	0.1	-51	1	-3.5	-2.0
COc1ccc(C(=O)NNC(=O)CSc2nc3c(c(=O)n(C)c(=O)n3C)n2C)cc1	-1.1	-0.5	1	-1.1	-1	0.9	0.7	-3	-1	-0.3	0.1
CCOc1ccc(OCC)c(NC(=O)CSc2nc3c(c(=O)n(C)c(=O)n3C)n2CC)c1	-0.9	0.1	0	0.1	0	-0.3	0.7	2	-1	-0.2	-1.8
CNC(=O)CO/N=C/c1ccc(N(C)C)cc1	-0.9	2.3	-3	0.6	5	-4.5	2.7	-6	1	0.3	-1.0
O=C(N/N=C/c1ccc[nH]1)c1ccncc1	-1.1	0.4	0	0.1	0	-2.2	1.1	-2	1	0.1	0.4

The final three entries of the part before are carried over, then new ones follow:
SMILES	ssDAF-12 act	hgDAF-12 ag	sPLA2-III inh	DAX1 inh-1	Rev-erbA mod	PG9 binder	GAA850 FXN act	PLC-beta3 inh	SMARCA2 act	DAX1 inh-2	hcDAF-12 act
CCOc1ccc(OCC)c(NC(=O)CSc2nc3c(c(=O)n(C)c(=O)n3C)n2CC)c1	-0.9	0.1	0	0.1	0	-0.3	0.7	2	-1	-0.2	-1.8
CNC(=O)CO/N=C/c1ccc(N(C)C)cc1	-0.9	2.3	-3	0.6	5	-4.5	2.7	-6	1	0.3	-1.0
O=C(N/N=C/c1ccc[nH]1)c1ccncc1	-1.1	0.4	0	0.1	0	-2.2	1.1	-2	1	0.1	0.4
COc1ccc(NC(=O)Cn2c(=O)oc3cc(Cl)ccc32)c(OC)c1	-1.0	-0.7	-11	0.3	-3	-2.2	0.0	-1	-1	-0.2	-0.8
Cc1ccc2nc(Nc3ccc(F)cc3)c3nncn3c2c1	-1.8	0.2	0	-1.4	-3	2.1	1.6	-35	-2	-0.1	-2.5
O=C(NNS(=O)(=O)c1ccc([N+](=O)[O-])cc1)c1ccc2ccccc2c1O	-0.7	7.3	2	-0.2	5	-1.7	0.2	-68	-2	-0.3	3.1
O=C1NC2(CCCCC2)NN1c1ccccc1	-0.9	2.5	4	0.6	-3	0.8	-0.2	-2	2	0.1	3.6
Cc1ccc(OC(=O)CCC(=O)OCCCC(F)(F)C(F)(F)F)cc1	-0.1	3.7	4	1.7	-4	0.4	-1.7	0	0	-0.5	-1.2
COc1ccc(-n2c(C)c3c(C)nnc(C)c3c2C)cc1OC	-0.9	1.8	-3	0.3	-1	-2.0	1.1	-71	3	-0.2	-1.6
N#CCCC1CCCC=C1N(Cc1ccccc1)C(=O)C(Cl)Cl (centres undefined)	-0.3	-0.8	4	.	-5	-0.5	0.7	1	-3	0.2	-1.6
O=C1[C@@H]2[C@H](C(=O)N1O)[C@H]1C=C[C@@H]2C1	-1.0	0.6	7	-0.5	-11	-0.9	-0.9	4	-1	0.1	-2.0
COCCN(C(=O)c1sc2ccccc2c1Cl)c1c(N)n(CC(C)C)c(=O)[nH]c1=O	-0.6	-0.4	3	-0.2	-5	1.1	2.1	-5	1	-0.6	-0.9
O=C(Nc1ccc(N2CCCC2)c(Cl)c1)c1ccc([N+](=O)[O-])cc1	-1.3	-2.6	11	-1.0	-1	-0.9	2.3	2	1	-0.2	-0.9
Cc1ccnc(NS(=O)(=O)c2ccc(NC(=O)CC(C)c3ccccc3)cc2)n1 (centres undefined)	-1.3	1.9	2	-0.3	-4	-1.4	-0.2	-2	-2	0.4	-0.6
CCc1ccc(NC(=O)CSCCN2C(=O)c3ccccc3C2=O)cc1	-1.1	0.6	-2	-0.6	2	-3.1	2.1	-2	0	0.7	1.2
C[C@H](CO)N1C[C@H](C)[C@@H](CN(C)Cc2ccc(C(=O)O)cc2)Oc2ncc(Br)cc2C1=O	-0.9	0.7	4	0.1	2	-1.4	-1.2	-1	-4	-0.6	0.6
Cc1ccc2c(c1)N(CCC(=O)NCC1CCCO1)C(=O)CO2 (centres undefined)	-1.4	-0.7	5	-1.1	-5	0.4	0.3	1	-6	0.8	-0.9
c1ccc2c(c1)CN1CCCC1=N2	-1.1	-1.7	6	1.2	-4	-0.4	0.8	-1	3	0.4	-1.5
CCOC(=O)COc1ccc(C(C)c2ccc(NC(=O)OC(C)(C)C)cc2)cc1 (centres undefined)	-1.1	-0.4	-23	.	-1	.	.	3	-5	0.0	-1.3
COc1ccc(CCNC(=O)CCS(=O)(=O)c2cccc3nsnc23)cc1OC	-1.2	-0.1	1	2.0	4	-0.1	-2.0	0	-1	-0.7	-1.1
COc1ccc(OC)c(NC(=O)CSc2nc3ccccc3cc2Cc2ccccc2)c1	-0.6	1.1	-3	-0.5	11	-1.5	0.2	3	-1	1.6	-0.6
Cc1ccc(S(=O)(=O)N2CCCCCC2)cc1[N+](=O)[O-]	-1.1	-2.5	6	-0.7	-2	-1.8	2.9	1	-3	-0.6	-1.7
O=C(NS(=O)(=O)Oc1cccc(Cl)c1Cl)OC[C@@H]1CCCN2CCCCC12 (some centres undefined)	-0.8	0.6	3	0.9	8	-0.2	0.5	3	-4	-0.2	-0.6
COCCOc1ccc(C(F)(F)F)cc1NC(=O)COC(=O)C12CC3CC(CC(O)(C3)C1)C2	-0.7	0.9	-21	-0.4	8	-1.2	-0.7	1	-3	0.6	2.1
O=C(O)Cc1ccc(NC(=O)Cc2ccc3ccccc3c2)cc1	-1.6	-2.1	2	1.5	6	-1.5	0.4	-16	0	-0.3	1.7
COc1ccc(N2CCN(c3nc4c(c(=O)[nH]c(=O)n4C)n3Cc3cccc(C)c3)CC2)cc1	-1.9	-0.4	0	-0.2	1	-2.1	2.0	1	0	-0.3	-0.1
COc1ccc(CN2CCN(C(=O)C3CCC(CNS(=O)(=O)c4ccccc4)CC3)CC2)c(OC)c1OC (centres undefined)	-1.7	-3.3	-21	-3.6	-2	0.1	0.5	-7	1	-2.7	-3.6
COc1ccccc1N1CCN(C2CCCN(C(=O)CCc3ccccn3)C2)CC1 (centres undefined)	-1.2	-1.7	6	0.7	-4	-0.8	0.1	-29	1	-0.4	-1.5
CC(C)(CNc1ccc([N+](=O)[O-])cc1Cl)CNS(C)(=O)=O	-2.0	-0.3	-4	1.1	-2	-1.0	-0.1	1	-3	-1.8	-0.5
CC1=C(C(=O)N2CCCCCC2)CC(CC(=O)NCc2cccs2)C(=O)N1Cc1ccccc1 (centres undefined)	-1.6	3.1	2	.	2	0.1	.	-2	-5	-0.3	-0.9
COc1ccc(S(=O)(=O)NCC(=O)NC2CC2)cc1OC	-0.7	1.3	3	1.8	2	0.8	1.5	-6	-1	-0.9	1.4
COc1ccc(-c2cc3c(c4c2ccn4C)C2CCC3O2)cn1 (centres undefined)	-1.5	0.1	-1	.	5	0.0	.	-10	2	-0.7	-2.4
O=C1C=C[C@H]2CC[C@@H](O)[C@@H]1[C@@H]2Sc1ccccc1	-1.0	-3.7	13	.	8	.	.	-2	4	-1.0	-1.8
NS(=O)(=O)c1ccc(NC(=O)COC(=O)c2ccc(S(=O)(=O)N3CCOCC3)cc2)cc1	-1.3	-1.4	4	-0.6	5	0.5	1.3	-1	-3	0.4	-1.0
CC(C)NC(=O)c1ccccc1NC(=O)C1CCCO1 (centres undefined)	-0.6	-1.0	0	2.2	-1	-0.1	-1.8	2	-1	-0.2	1.0
COc1cccc(NC(C)C(=O)N2CC(C)OC(C)C2)c1 (centres undefined)	-0.7	-1.2	9	2.1	-3	-0.7	-0.4	1	-2	-0.4	0.1
Cc1ccc(NC(=O)C2(C)CCN2Cc2cccc3c2OCO3)cc1O (centres undefined)	-2.0	-3.8	-8	.	1	2.1	-4.6	2	-6	-1.9	-3.0
CC(C)Cn1c(N)c(C(=O)COC(=O)CN2C(=O)C3CC=CCC3C2=O)c(=O)n(C)c1=O (centres undefined)	-1.9	-5.5	0	-3.0	0	-1.2	-3.3	0	-5	-1.8	-1.9
